GLP-1R inv ag – inverse agonists of human GLP-1 receptor. P43220. HEK293 GLP-1R CRE-luciferase, luminescence, 24 h; GLP-1R form is constitutively active. Potency, µM (titrated, usually from 38.3 µM), inactives show at the highest dose activity change, negative = inhibition, usual class: inhibitors. 410,000 compounds, 1.6% hits. AID 624417; also: potency is read from the fitted curve at half-maximal effect; % is scaled to controls: 0 for no effect and ±100 for the full control effect; nearly all actives have a fitted effect of over 55% in size
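Stable HEK293 clone (constitutively active GLP-1R + cAMP-response luciferase); 200 cells/uL plated, 12 h pre-culture, compound 24 hr, 37 deg C/5% CO2; detection reagent 12 min RT; luminescence.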
GLP1R ag – GLP-1 receptor (human) agonism; Potency, µM (doses to about 45.6 µM), inactives show top-dose activation, most hits filed as activators; P43220; 380,000 compounds, 0.007% hits; AID 624172; HEK293 GLP-1R CRE-luciferase, luminescence, 4-6 h; cells express a hypersensitive GLP-1R form; also: potency is read from the fitted curve at half-maximal effect; % of control where 0% means no effect
D3 antag – D3 dopamine receptor (human) antagonism. D3R cells, DiscoveRx beta-arrestin luminescence, antagonist mode; active compounds read low. max response, negative = inhibition, %. 360,000 compounds, 2.5% hits. AID 652054; in the data active = max response below about -50%; inconclusive = no clear call, values can overlap the other calls; also: % is scaled to controls: 0 for no effect and ±100 for the full control effect; mostly tested at two doses, the higher about 12 µM
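Cells plated overnight at 1500 cells/well, then exposed to library compounds with dopamine controls for 90 minutes at 37 degrees C. DiscoveRx reagent added for 30–60 minutes at room temperature; luminescence read, quantitative HTS format.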
IL-2 act – activators of IL-2; IL-2 activation reporter assay, cell-based qHTS; stimulated with anti-CD3/CD4/CD28 beads; in transgenic mouse T cells; activation, % (series mostly up to about 46 µM); 360,000 compounds, 0.065% hits; AID 652025; in the data active = activation above about 50%; inconclusive = mostly about 30% to 49%; also: 0% is about no effect
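Unstimulated transgenic mouse T cells; 60-min compound exposure; bead-based TCR/CD4/CD28 stimulation; 18 h culture, 37 degrees C; dual fluorescence (EGFP, DsRed) plate cytometry.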
PLK1 PBD inh – inhibitors of human PLK1 polo-box domain binding; AID 720504; Potency, µM, inactives show max response, negative = inhibition, actives largely listed as inhibitors; Plk1 PBD binding of FITC phosphopeptide, fluorescence polarization; P53350; 360,000 compounds, 2.8% hits; also: potency is read from the fitted curve at half-maximal effect; series mostly up to about 57 µM; % is scaled to controls: 0 for no effect and ±100 for the full control effect; nearly all actives have a fitted effect of over 65% in size
Target sequence (P53350 whole entry, looked up, the tested form may be a part): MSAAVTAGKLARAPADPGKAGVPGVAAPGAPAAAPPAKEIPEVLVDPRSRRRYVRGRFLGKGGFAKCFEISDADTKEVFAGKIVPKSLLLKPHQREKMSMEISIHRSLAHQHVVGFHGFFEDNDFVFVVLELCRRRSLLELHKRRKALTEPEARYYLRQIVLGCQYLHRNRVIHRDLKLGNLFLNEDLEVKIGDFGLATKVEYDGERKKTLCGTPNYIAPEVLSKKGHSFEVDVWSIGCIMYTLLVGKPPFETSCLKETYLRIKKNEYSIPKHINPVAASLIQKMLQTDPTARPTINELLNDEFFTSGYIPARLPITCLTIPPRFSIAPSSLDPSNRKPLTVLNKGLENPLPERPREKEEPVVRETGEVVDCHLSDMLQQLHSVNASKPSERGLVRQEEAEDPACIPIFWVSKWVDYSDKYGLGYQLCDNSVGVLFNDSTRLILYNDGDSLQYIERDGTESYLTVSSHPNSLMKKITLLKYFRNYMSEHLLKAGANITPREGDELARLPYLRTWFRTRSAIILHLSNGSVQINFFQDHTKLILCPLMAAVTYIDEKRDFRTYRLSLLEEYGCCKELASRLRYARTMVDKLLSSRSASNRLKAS
PI5P4K alpha inh – PI5P4K alpha (human) kinase inhibition; 330,000 compounds, 1.2% hits; PI5P4Kalpha enzyme, ADP-Glo luminescence, 60 min; active compounds read low; P48426; max response, %; active = max response of -50% or lower; inconclusive = between -30% and -50%; inactive = -30% or higher; also: value at the top dose of about 77 µM; % is scaled to controls: 0 for no effect and ±100 for the full control effect
Target sequence (P48426 whole entry, looked up): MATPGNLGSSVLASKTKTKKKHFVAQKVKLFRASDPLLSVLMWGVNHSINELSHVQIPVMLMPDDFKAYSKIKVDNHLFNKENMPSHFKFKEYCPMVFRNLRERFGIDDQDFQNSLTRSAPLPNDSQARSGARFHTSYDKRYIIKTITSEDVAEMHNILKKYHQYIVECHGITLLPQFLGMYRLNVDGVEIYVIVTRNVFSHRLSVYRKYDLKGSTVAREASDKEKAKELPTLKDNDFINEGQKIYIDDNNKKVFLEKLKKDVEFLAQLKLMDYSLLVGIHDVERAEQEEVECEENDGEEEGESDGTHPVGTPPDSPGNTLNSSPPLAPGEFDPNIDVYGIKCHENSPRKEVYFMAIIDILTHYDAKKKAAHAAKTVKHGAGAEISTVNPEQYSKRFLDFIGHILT
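ADP-Glo luminescence end-point read after a 60 min room-temperature kinase reaction of PI5P4Kalpha plus substrate, initiated with ATP at 5 microM final. Buffer: 0.038 M HEPES pH 7.4, EGTA, 0.1% CHAPS, 5% DMSO.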
DRD3 agonist – activates the human D3 dopamine receptor | D3R DiscoveRx beta-arrestin cells, luminescence, 90 min | max activation, % | AID 652048 | 410,000 compounds, 0.58% hits; in the data active = max activation above about 30%; also: 0% is about no effect; mostly tested at two doses, the higher about 12 µM
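Cells at 1500/well, incubated overnight, then treated with pinned compounds (dopamine as control) for 90 min at 37 degrees C. DiscoveRx reagent added for 30 - 60 minutes at room temperature; luminescence read.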
WRN inhibitor – WRN helicase (human) inhibition; WRN helicase unwinding, fluorescent forked duplex, kinetic; Potency, µM (doses to about 114 µM), for the others: top-dose activity change, negative = inhibition, actives largely listed as inhibitors; 360,000 compounds, 0.46% hits; also: potency is read from the fitted curve at half-maximal effect; % is scaled to controls: 0 for no effect and ±100 for the full control effect; nearly all actives have a fitted effect of over 55% in size
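Primary qHTS, 1536-well format. 20 nM WRN + compound, 15 min RT; start with 100 nM forked fluorophore/quencher duplex, 2 mM ATP (final); kinetic read ex 525/em 598 nm.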
GLP1R cytotox – cytotoxicity counter-screen for GLP-1 receptor inverse agonists; 410,000 compounds, 0.13% hits; Potency, µM (titrated, usually from 38.3 µM), inactives show top-dose activity change, negative = inhibition, actives largely listed as inhibitors; AID 624418; HEK293 cAMP-luciferase reporter cells, luminescence, 24 h;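 also: loss of luciferase light is scored as toxicity; potency is read from the fitted curve at half-maximal effect; % is scaled to controls: 0 for no effect and ±100 for the full control effect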
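Quantitative HTS format, 1536 wells, 200 cells/uL seeded. Compounds: 23 nL, 24 h, 37 °C. Detection: luciferase reagent, luminescence at 12 min RT; decreased signal taken as cytotoxic.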
* marks the source's active call; other numbers are inactive results; ? = inconclusive; · = no result given; & = joins results of further samples; [ ] = dose if it differs, or a comment. Unless noted, calls follow the shape of the dose curve; as a rule, active = well fitted curve in the direction sought with a large enough effect; inconclusive = small, poorly fitted or top-dose-only effect, or another doubt; inactive = no such curve, though single readings can be large; an effect the other way counts as inactive or inconclusive. No enrichment for hits; overall some 7.8% were active at least once.

item	SMILES	GLP-1R inv ag	GLP1R ag	D3 antag	IL-2 act	PLK1 PBD inh	PI5P4K alpha inh	DRD3 agonist	WRN inhibitor	GLP1R cytotox
1	CCCCn1c(N)c(N(CCOC)C(=O)c2cccc(-n3cnnn3)c2)c(=O)[nH]c1=O	8%	3%	5	4.6	-19%	1	1	-24%	-11%
2	Cc1ccc(C)c(OCCC(=O)NNC(=O)c2ccccc2)c1	50%[activator]	8%	-10	-1.6	-9%	-1	0	-9%	-1%
3	CCCCNC(=O)CO/N=C(\C)c1cc2ccccc2o1	5%	19%	7	-0.8	-14%	6	5	-3%	13%
4	COc1ccc(/C(C)=N\O)cc1OC	69%[activator]	18%	7	-1.0	-1%	3	21	-2%	1%
5	Cc1oc2cc3oc(=O)c(CC(=O)NCC(=O)N[C@@H](C(=O)O)c4ccccc4)c(C)c3cc2c1C	11%	-4%	-6	-0.2	-5%	7	1	-9%	14%
6	O=C(NCc1ccccn1)[C@@H]1CCCN1C(=O)[C@@H]1CCCN1	2%	3%	11	0.2	-2%	4	4	-1%	1%
7	O=c1c2ccccc2c(-c2ccc(Br)cc2)nn1Cc1ccccc1	?	0%	-12	-0.1	0%	3	-1	-2%	0%
8	Cc1cc(C)c(C(=O)OCc2csc(CC(=O)Nc3ccccc3C)n2)c(C)c1	?	1%	-6	-0.6	-2%	-1	2	-4%	-9%

Reprinted at random: two records from the list, in no set order.
item	SMILES	GLP-1R inv ag	GLP1R ag	D3 antag	IL-2 act	PLK1 PBD inh	PI5P4K alpha inh	DRD3 agonist	WRN inhibitor	GLP1R cytotox
3	CCCCNC(=O)CO/N=C(\C)c1cc2ccccc2o1	5%	19%	7	-0.8	-14%	6	5	-3%	13%
8	Cc1cc(C)c(C(=O)OCc2csc(CC(=O)Nc3ccccc3C)n2)c(C)c1	?	1%	-6	-0.6	-2%	-1	2	-4%	-9%

Further records
item	SMILES	GLP-1R inv ag	GLP1R ag	D3 antag	IL-2 act	PLK1 PBD inh	PI5P4K alpha inh	DRD3 agonist	WRN inhibitor	GLP1R cytotox
9	O=C(Nc1cnn(Cc2ccc(F)cc2)c1)c1cnn2c(C(F)F)cc(-c3ccccc3)nc12	6%	23%	11	-0.5	-23%	3	-2	-6%	-12%
10	CC(=O)Nc1ccc(S(=O)(=O)Nc2nccs2)cc1	19%	-6%	-9	-0.6	-17%	1	2	8%	2%
11	COc1ccc(-c2cnc3c(NC(C)=O)cc(-c4ccc(C(=O)N5CCOCC5)cc4)cn23)cc1OC	12%	-2%	155	-0.2	-4%	-3	1	-15%	6%
12	CNC(=O)c1ccsc1NC(=O)CS(=O)(=O)c1ccccc1	12%	-2%	22	1.4	-14%	1	-3	-34%	1%
13	C[C@H](CO)N1C[C@H](C)[C@@H](CN(C)Cc2cccnc2)Oc2ncc(-c3cccc(C#N)c3)cc2C1=O	0%	4%	0	-0.8	-8%	4	1	5%	2%
14	O=C(NN1C(=O)c2ccccc2NC1c1ccccn1)c1ccc(Br)cc1 (stereo not given)	3%	4%	12	-2.6	-6%	4	-6	-3%	-1%
15	O=S(=O)(Nc1nc2ccccc2nc1NCCN1CCOCC1)c1cccc(Cl)c1	-19%	7%	?	-2.8	-12%	-1	-4	-12%	-6%
16	Cn1c(CS/C(N)=N/N=C/c2ccccc2)c(Br)c(=O)n1-c1ccccc1	14%	2%	-2	-2.0	24µM*	-27	-12	-25%	7%
17	CCNC(=S)NC1CC2CCCC(C1)N2Cc1ccco1 (stereo not given)	9%	1%	-28	-2.6	1%	·	-21	3%	-21%
18	O=C(Nc1nnc([C@H]2C[C@H](O)[C@@H](CO)O2)s1)Nc1ccccc1C(F)(F)F	7%	0%	-2	1.8	-8%	-8	-5	2%	-4%
19	COCCn1c(SCC(=O)Nc2ccc(C(C)=O)cc2)nc2c([nH]c3ccccc32)c1=O	18%	-3%	11	1.3	14%	-6	-5	-10%	-25%
20	CCc1ccc2cc(C)cnc2n1	9%	-5%	-3	-0.2	-1%	-1	5	0%	-2%
21	FC(F)(F)c1cccc(-c2cc3nc(NC4CCCCC4)ccn3n2)c1	?	3%	15	-0.3	5%	24	2	-13%	?
22	CN1CCC(N(C)C(=O)/C=C/c2cn(-c3ccccc3)nc2-c2cccs2)CC1	5.6µM*	20%	0	-0.7	-11%	9	-11	5%	?
23	CC1CC(C)CN(S(=O)(=O)c2ccc(NC(=O)C3CC(=O)N(Cc4ccccc4)C3)cc2)C1 (stereo not given)	?	3%	2	3.5	-2%	8	2	-12%	0%
24	CCCn1nnnc1-c1ccc(Cl)cc1	-27%	-3%	-3	-2.3	-10%	·	-1	-5%	-12%
25	O=C(CSc1n[nH]c(-c2cccnc2)n1)Nc1ccnc2ccccc12	30%	-4%	-18	-1.0	-9%	-10	-4	-10%	-25%
26	CCn1c(O)c(/C=C2\C=Nc3ccccc32)sc1=Nc1ccccc1	57%	1%	10	-2.1	-11%	·	-4	-16%	-10%
27	C/C(=N/N=C/c1ccc(N(C)C)cc1)c1ccccc1	?	-15%	-4	0.5	-4%	-14	2	-4%	-13%
28	Cc1ccc(S(=O)(=O)NCC(=O)NCC(=O)OCC(=O)NC(=O)NC(C)(C)C)cc1C	13%	3%	-2	-0.7	-9%	7	-3	-4%	-1%
29	COc1ccc(CCNC(=O)CSc2nc(C)cc(C)n2)cc1OC	11%	3%	3	1.6	4%	8	-21	4%	-13%
30	CCOC(=O)C1CCN(C(=O)CN2C(=O)NC3(CCCCC3)C2=O)CC1	-1%	-5%	-16	1.3	-7%	3	2	-4%	2%
31	CCc1c(-c2ccc(OC)cc2)ncn1Cc1cccc(-c2ccccc2)c1	?	·	-1	-0.8	-10%	1	6	-16%	-21%
32	O=C(Nc1ccc(F)cc1)C1CCCN(c2cnccn2)C1 (stereo not given)	6%	18%	3	-0.7	1%	3	3	-2%	3%
33	Cc1oncc1C(=S)Nc1ccccc1	2%	0%	8	0.3	27µM*	·	5	-5%	-19%
34	O=C(CCCCC(=O)OCC1COCO1)OCC1COCO1 (stereo not given)	11%	1%	11	-2.9	-1%	-3	7	7%	-11%
35	OCC[C@@H]1C[C@H](O)[C@@H](O)[C@]2(CCCCO2)O1	15%	-4%	17	0.7	-13%	2	-1	-36%	2%
36	Cc1ccc(NC(=O)CSC2=NN3CCCC(=O)N=C3S2)c(C)c1	3%	4%	6	-2.1	-8%	-1	-4	-5%	-3%
37	Nc1c(N2CCOCC2)cc(Cl)c2nonc12	0%	-2%	-9	0.9	-6%	·	-9	-14%	-1%
38	Cc1c(Cl)cccc1N1CC(C(=O)Nc2nccs2)CC1=O (stereo not given)	-29%	-6%	40	-0.7	1%	1	3	-2%	11%
39	COc1cc(/C(C)=N/N2CCOCC2)cc(OC)c1OC	8%	13%	19	10.0	-8%	1	0	-2%	4%
40	Cc1ccc(CN2CCC(n3nccc3NC(=O)c3ccccc3C)CC2)o1	5%	1%	-17	0.0	-1%	1	-7	-2%	12%
41	CCN1C(=O)c2ccccc2Sc2ccc(C(=O)NCCC(C)C)cc21	?	22%	-12	-0.2	-1%	9	-12	-27%	-4%
42	O=C(Nc1ccc2c(c1)OCO2)c1ccc[n+]([O-])c1	0%	-13%	-1	-1.3	-1%	-5	0	3%	-1%
43	COc1cc(/C=C/C(=O)OCC(=O)N2CCC(C)CC2)ccc1O	4%	-3%	-21	-0.2	-8%	6	-10	-19%	4%
44	O=C(CSc1nnc(COc2cccc3ccccc23)o1)N1c2ccccc2CCc2ccccc21	?	-11%	0	-0.2	7%&-4%	13	-2	-6%	-14%

6 structures out of the list, ordered by molar mass, high to low.
item	SMILES	GLP-1R inv ag	GLP1R ag	D3 antag	IL-2 act	PLK1 PBD inh	PI5P4K alpha inh	DRD3 agonist	WRN inhibitor	GLP1R cytotox
5	Cc1oc2cc3oc(=O)c(CC(=O)NCC(=O)N[C@@H](C(=O)O)c4ccccc4)c(C)c3cc2c1C	11%	-4%	-6	-0.2	-5%	7	1	-9%	14%
9	O=C(Nc1cnn(Cc2ccc(F)cc2)c1)c1cnn2c(C(F)F)cc(-c3ccccc3)nc12	6%	23%	11	-0.5	-23%	3	-2	-6%	-12%
41	CCN1C(=O)c2ccccc2Sc2ccc(C(=O)NCCC(C)C)cc21	?	22%	-12	-0.2	-1%	9	-12	-27%	-4%
36	Cc1ccc(NC(=O)CSC2=NN3CCCC(=O)N=C3S2)c(C)c1	3%	4%	6	-2.1	-8%	-1	-4	-5%	-3%
34	O=C(CCCCC(=O)OCC1COCO1)OCC1COCO1 (stereo not given)	11%	1%	11	-2.9	-1%	-3	7	7%	-11%
42	O=C(Nc1ccc2c(c1)OCO2)c1ccc[n+]([O-])c1	0%	-13%	-1	-1.3	-1%	-5	0	3%	-1%

Compound activity deposited in PubChem by National Center for Advancing Translational Sciences (NCATS).
